NCI-60 one-dose screen, 48 h, at 10 µM unless noted. Numbers give growth in % (100 = growth as untreated, 0 = no growth, -100 = all killed).
SF-295 – SF-295 CNS cancer cells. AID 1794758. actives 5.6% (n = 79,000)
SNB-19 – SNB-19 CNS cancer cells; actives 2.5% (n = 81,000)
CAKI-1 – CAKI-1 renal cancer | actives 4.7% (n = 75,000)
SNB-75 – SNB-75 CNS cancer; actives 5% (n = 79,000); AID 1794750
SF-539 – SF-539 CNS cancer; actives 6.8% (n = 81,000); AID 1794752
U251 – U251 CNS tumor cells; actives 5.4% (n = 80,000); AID 1794753
A498 – A498 renal cancer cells; actives 5.4% (n = 76,000); AID 1794774
SF-268 – SF-268 CNS cancer cells; actives 3.1% (n = 82,000); AID 1794759
NCI-H23 – NCI-H23 lung cancer; actives 4% (n = 80,000); AID 1794731
Numbers without * were called inactive; x = no result given; & = joins results of further samples. How the source made its calls: active means growth percent below 10; inactive means the rest.

compound	SNB-19	SF-295	NCI-H23	SNB-75	CAKI-1	SF-539	U251	A498	SF-268
Cc1nnc(-c2ccccc2)o1	112	115	98	114	99	108	100	60	110
CC1CCc2c(sc3nc(Nc4ccccc4)n(N)c(=O)c23)C1 (stereo not given)	104	90	97	x	84	92	100	83	106
C#CC(C(C)C)N(CCO)CCCC (stereo not given)	107	x	120	84	102	90	98	89	102
C=C1SCCC1NC(C)=O (stereo not given)	91	103	88	94	98	101	105	89	99
Cn1c(=O)c2c(nc(Cl)n2CCl)n(C)c1=O	100	112	3.7*	94	99	103	96	118	104
O=C(OCC(O)C(O)C(O)C(SCc1ccccc1)SCc1ccccc1)c1ccccc1 (stereo not given)	98	123	99	91	97	99	102	107	97
Cc1ccc(Cl)c(NC(=O)CN2CCOCC2)c1	106	103	97	106	x	98	102	128	96
COc1ccc(-c2nc(SCC(=O)Nc3nc(-c4ccccc4)cs3)[nH]c(=O)c2C#N)cc1	109	96	88	70	83	103	103	80	96
C/C=C/C(=O)OC/C=C(\C)CCC=C(C)C	104	113	96	100	98	109	100	107	102
O=C(O)CCCCOc1ccc([N+](=O)[O-])cc1Cl	101	97	108	67	93	95	x	121	106
Cc1[nH]nc2ccc3nc(-c4ccc5[nH]ncc5c4)c4c(c3c12)CCCC4	36	31	31	6.4*	12	19	26	-11*	34
O=C1CSC(=S)N1/N=C/c1ccc(Cl)s1	98	100	90	111	100	95	99	103	92
Cc1ccc(S(=O)(=O)c2nc(S(=O)(=O)c3ccc(Cl)cc3)c(N3CCN(C)CC3)s2)cc1	90	100	63	108	78	80	68	123	114
CC1=C(C=C(Cl)Cl)CC(=O)C=C1	110	90	98	89	98	99	101	108	103
COc1ccc2nc(N=Nc3c(O)ccc4ccccc34)sc2c1	32	17	32	49	x	23	23	79	33
c1ccc(Cn2nc(-c3ccccc3)c3c2CCc2cnoc2-3)cc1	94	86	90	82	85	115	92	74	103
O=C(Nc1ccc(OCc2nnc(-c3ccc(Cl)cc3)o2)c(F)c1)c1cccc(C(F)(F)F)c1	60	85	84	11	86	76	58	47	60
O=C1c2ccccc2C(=O)N1CC1CO1 (stereo not given)	98	102	129	83	101	111	100	121	108
CC(=O)N1CCCC1=O	99	102	97	97	98	99	97	x	102
COc1ccc(/C=C2\N=C3SCC(=O)N3C2=O)cc1	101	x	104	91	86	99	x	105	105
O=[N+]([O-])c1ccc(/C=C/c2ccc([N+](=O)[O-])cc2S(=O)(=O)O)c(S(=O)(=O)O)c1	88&97	99&101	96&109	88&83	97&103	98&104	99&102	104&115	99&109
Nn1c(=O)c(=O)[nH]c2c(cnn2-c2ccccc2)c1=O	103	102	108	92	94	100	105	113	100
OCc1c(CO)c(-c2ccc(Cl)c(Cl)c2)n2c1CCC2	98	x	96	72	74	103	x	58	96
N/C(=N\N=C\c1cc2ccccc2s1)N/N=C/c1cc2ccccc2s1	97	103	103	95	95	101	113	97	102
CCNC(=O)NCC	105	96	102	83	95	100	93	83	101

Taken from above:
CC1=C(C=C(Cl)Cl)CC(=O)C=C1 @ NCI-H23: 98
Cc1ccc(Cl)c(NC(=O)CN2CCOCC2)c1 @ SF-539: 98
Cn1c(=O)c2c(nc(Cl)n2CCl)n(C)c1=O @ SNB-19: 100

Next entries follow.
compound	SNB-19	SF-295	NCI-H23	SNB-75	CAKI-1	SF-539	U251	A498	SF-268
CC(CCCCCCCCC(=O)CCCCCCCCCC(O)COC1OC(CO)C(O)C(O)C1O)/C(O)=C1\C(=O)NC(Cc2ccc(O)cc2)C1=O (stereo not given)	105	105	100	93	x	105	101	109	108
C=CCC(CCC(CC=C)C(=O)OCC)C(=O)OCC (stereo not given)	96	92	108	78	103	105	102	120	105
CC1(C)CC(=O)c2cc(O)ccc2O1	103	102	100	95	93	106	100	109	73
O=c1[nH][nH]c(-c2ccc(Cl)cc2)c1-c1nc2ccccc2s1	75	96	88	81	88	100	94	x	84
CCCCC1(COC(=O)CCC(=O)O)C(=O)N(c2ccccc2)N(c2ccccc2)C1=O	92	94	96	165	84	110	98	87	109
CC(C)CNC(=O)C1(N2C(=O)c3ccccc3C2=O)CCCC1	105	111	107	96	97	109	100	96	102
CC(C)(C)CC(C)(C)c1ccc(OCCO)cc1	106	109	106	101	115	97	104	115	108
Cc1cc(-c2nc3ccccc3s2)c(=O)n(NS(=O)(=O)c2ccc(Cl)cc2)c1C	97	102	88	65	84	95	99	58	96
CC(/C=C/c1ccc(Br)cc1)=N\OCC(N)=O	91	104	93	89	91	99	84	89	95
COc1ccc2[nH]cc(/C=C3\C(=O)Nc4ccccc43)c2c1	73	46	42	8.5*	-0.8*	26	39	41	62
C=CCn1c(SCC(=O)c2ccccc2)nnc1-c1c[nH]c2ccccc12	98	96	x	96	83	97	107	x	102
O=C(N=Nc1c(O)[nH]c2ccccc12)c1oc2ccccc2c1CN1CCN(c2ccccc2)CC1	19	13	-0.1*	x	33	8.4*	-22*	x	11
COc1ccc(C2N(NC(=O)Nc3ccc(F)cc3)C(=O)c3ccccc3N2C)cc1 (stereo not given)	94	95	100	116	92	103	106	201	109
CC1=NCCN1CCN	115	95	110	98	96	91	100	114	117
CC1SC(c2ccccc2Br)N(NC(=O)CCC(=O)c2nc3ncccc3[nH]2)C1=O (stereo not given)	97	91	84	72	57	94	89	71	87
CC(C(=O)O)S(=O)(=O)Cc1ccccc1 (stereo not given)	107	96	x	84	91	94	x	91	113
CC(C)N(C)S(=O)(=O)O[C@@H]1C(=O)N(c2cc3c4ccccc4ccc3c3ccccc23)[C@H]1c1ccc(F)cn1	98	100	92	97	x	111	90	109	87
Cc1nc(-c2ccccc2)ccc1-c1nnc(SCC(=O)c2ccc(Cl)cc2)o1	94	90	100	104	92	101	99	77	102
O=c1oc2cc([N+](=O)[O-])ccc2n1SC(Cl)(Cl)Cl	107	99	89	87	x	94	101	98	104
c1ccc(N=N/C(=N/Nc2ccccc2)c2ccccc2)cc1	107	100	97	81	91	87	92	71	96
CC(=O)c1c[nH]c2ccccc12	105	100	106	88	80	105	96	103	113
CCc1ccc(C2=C/C(=C/c3ccc(F)cc3)C(=O)N2CCc2ccc(S(N)(=O)=O)cc2)cc1	89	96	99	x	35	95	85	86	78
COc1cc(-c2nc3ccccc3s2)cc(CN2CCN(c3ccccc3)CC2)c1O	97	62	79	55	75	69	59	81	72
CC(=O)OCc1nc(C#N)c(N(C)C)o1	96	108	102	82	93	92	96	85	100
COc1ccc(Cn2c(C(N)=O)cc3c2-c2nc(N)ncc2CCC3)cc1	102	98	106	97	105	96	99	76	97
Fc1ccc(C2=NN[C@H](c3cn(-c4ccccc4)nc3-c3ccccc3)C2)cc1	88	36	86	20	40	81	63	102	79
CC(=O)NCc1c(I)c(NC(C)=O)c(I)c(C(=O)O)c1I	111	101	105	102	89	96	99	112	113
CCCCCCCCn1c(=N)c(S(=O)(=O)c2ccccc2)cc2c(=O)n3ccccc3nc21	91	91	89	97	59	88	51	46	100
COc1cc(Cl)cc(-c2nn(-c3cccc(NC(=O)c4ccc(Cl)c(Cl)c4)c3)cc2-c2ccncc2)c1	72	36	75	51	64	74	64	-0.9*	82
CC(OC1CCCCO1)C1CCC2C3CCC4=CC(=O)CCC4(C)C3CCC12C (stereo not given)	102	112	80	118	81	97	79	95	91
CC1=CC(=O)CC(C)(C)[C@@]1(O)/C=C/C(C)=C\C(=O)O	-9.0*	-39*	-29*	-41*	x	-46*	-19*	-73*	-6.0*
COc1ccc(Cc2nn(CC(=O)N/N=C/c3ccc(C(F)(F)F)cc3)c(=O)c3c(C)noc23)cc1	94	103	105	86	96	100	103	92	97
COc1cc2c(c(OC)c1OC)C(=O)CC(c1cccc(NC(=O)c3cccc([N+](=O)[O-])c3)c1)O2 (stereo not given)	53	45	38	38	22	49	49	91	38
Cc1c(Cl)c(C)c(Cc2c(C)c(Cl)c(C)c(Cl)c2O)c(O)c1Cl	11	0.2*	-13*	25	4.1*	16	8.9*	-22*	20
CCCCCCCCCCCCCCSSCCCCCCCCCCCCCC	102	99	104	96	94	99	95	85	104
CC(=O)Oc1cc(OC(C)=O)c2oc(=O)c(-c3ccccc3)cc2c1	84	99	98	73	87	94	91	90	97
O=C1NC(=S)NC(=O)C1=Cc1cc(-c2ccc(Br)cc2)n(-c2ccccc2)n1	76	92	76	89	83	88	86	96	81
CC(O)CNC(Cc1ccccc1)c1ccccc1 (stereo not given)	103	97	98	96	99	90	98	111	99
CCOCCOC(=O)c1ccccc1C(=O)OCCOCC	100	107	99	88	99	99	98	126	93
O=C1CC(=O)N(c2ccccc2)O1	110	101	108	85	95	94	104	95	109
CCC(C)OC(=Nc1cccc2ccccc12)Nc1cccc2ccccc12 (stereo not given)	89	91	101	92	104	102	102	98	102
C#CCOc1ccc(C(Nc2cc(C)cc(C)c2)c2nnnn2C2CCCCC2)cc1OC (stereo not given)	87	93	86	105	66	97	86	81	78
Cc1nc2ccc(-c3ccccc3)cc2s1	103&114	89&93	86	100&106	98&89	105&99	91&99	67&92	108&106
Cc1ccc(Nc2nnc(-c3cc(-c4cccnc4)n(-c4ccccc4)n3)o2)cc1	106	87	105	116	117	99	86	101	103
COc1ccc(/C=C\C(=O)/C=C/C=C/c2ccccc2)cc1	101	111	102	90	99	111	89	x	93
Fc1ccc(C2=NN(c3ccccc3)C(c3sc(Cl)nc3Cl)C2)cc1 (stereo not given)	83	95	96	70	96	95	77	74	89
Cc1ccc(S(=O)(=O)OCCCl)cc1	109	104	98	89	99	100	96	73	110
O=C1CC2OCCC3=CN4CCC56c7ccccc7N1C5C2C3CC46 (stereo not given)	104	104	102	102	112	115	102	102	109

Reprinted from the listing, 17 compounds:
compound	SNB-19	SF-295	NCI-H23	SNB-75	CAKI-1	SF-539	U251	A498	SF-268
COc1ccc(Cc2nn(CC(=O)N/N=C/c3ccc(C(F)(F)F)cc3)c(=O)c3c(C)noc23)cc1	94	103	105	86	96	100	103	92	97
COc1cc2c(c(OC)c1OC)C(=O)CC(c1cccc(NC(=O)c3cccc([N+](=O)[O-])c3)c1)O2 (stereo not given)	53	45	38	38	22	49	49	91	38
Cc1c(Cl)c(C)c(Cc2c(C)c(Cl)c(C)c(Cl)c2O)c(O)c1Cl	11	0.2*	-13*	25	4.1*	16	8.9*	-22*	20
CCCCCCCCCCCCCCSSCCCCCCCCCCCCCC	102	99	104	96	94	99	95	85	104
CC(=O)Oc1cc(OC(C)=O)c2oc(=O)c(-c3ccccc3)cc2c1	84	99	98	73	87	94	91	90	97
O=C1NC(=S)NC(=O)C1=Cc1cc(-c2ccc(Br)cc2)n(-c2ccccc2)n1	76	92	76	89	83	88	86	96	81
CC(O)CNC(Cc1ccccc1)c1ccccc1 (stereo not given)	103	97	98	96	99	90	98	111	99
CCOCCOC(=O)c1ccccc1C(=O)OCCOCC	100	107	99	88	99	99	98	126	93
O=C1CC(=O)N(c2ccccc2)O1	110	101	108	85	95	94	104	95	109
CCC(C)OC(=Nc1cccc2ccccc12)Nc1cccc2ccccc12 (stereo not given)	89	91	101	92	104	102	102	98	102
C#CCOc1ccc(C(Nc2cc(C)cc(C)c2)c2nnnn2C2CCCCC2)cc1OC (stereo not given)	87	93	86	105	66	97	86	81	78
Cc1nc2ccc(-c3ccccc3)cc2s1	103&114	89&93	86	100&106	98&89	105&99	91&99	67&92	108&106
Cc1ccc(Nc2nnc(-c3cc(-c4cccnc4)n(-c4ccccc4)n3)o2)cc1	106	87	105	116	117	99	86	101	103
COc1ccc(/C=C\C(=O)/C=C/C=C/c2ccccc2)cc1	101	111	102	90	99	111	89	x	93
Fc1ccc(C2=NN(c3ccccc3)C(c3sc(Cl)nc3Cl)C2)cc1 (stereo not given)	83	95	96	70	96	95	77	74	89
Cc1ccc(S(=O)(=O)OCCCl)cc1	109	104	98	89	99	100	96	73	110
O=C1CC2OCCC3=CN4CCC56c7ccccc7N1C5C2C3CC46 (stereo not given)	104	104	102	102	112	115	102	102	109

Screening results (PubChem BioAssay)
